SUMO1-SIM PPI: modulators of human SUMO1-mediated protein-protein interactions; P63165; SUMO1 binding to a labelled peptide, TR-FRET, 1 h; inhibition, % at 20 µM; 360,000 compounds, 0.33% hits; in the data active = inhibition above about 37%
Target sequence (P63165 whole entry, looked up): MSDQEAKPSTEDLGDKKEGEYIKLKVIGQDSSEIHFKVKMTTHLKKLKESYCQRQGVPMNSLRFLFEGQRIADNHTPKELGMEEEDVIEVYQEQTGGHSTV
TbMetRS inhib: Trypanosoma brucei MetRS inhibition | purified T. brucei MetRS, ATP depletion, Kinase-Glo luminescence | inhibition, % at 11.9 µM | 360,000 compounds, 0.4% hits | AID 624268;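 active = inhibition above a per-plate cutoff of the control wells' mean inhibition plus 3 SD, cut at about 5.5% in these data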;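 also: 0% = DMSO wells median and 100% = median of wells with control inhibitor compound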
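assay system = parasite MetRS enzyme | timing = 15 min preincubation, 2 h reaction, all 25 °C | evaluation = percent inhibition relative to median high and low control wells | medium = HEPES buffer containing pyrophosphatase, BSA, spermine, DTT | compound = single dose, 11.9 µM final nominal, 0.9% final DMSO | detection = Kinase-Glo luminescence, ATP depletion format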
STEP block: blocks human striatal-enriched tyrosine phosphatase | P54829 | recombinant STEP, OMFP fluorogenic substrate, fluorescence | inhibition, % at 20 µM | 360,000 compounds, 0.25% hits | AID 588621;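 active = inhibition at 20 µM, scaled per plate between control wells, above about 37%, limit read from the data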;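 also: 0% = DMSO with enzyme and substrate and 100% = substrate only without enzyme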
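System: STEP (striatal-enriched tyrosine phosphatase) enzyme, cell-free; medium: Bis-Tris pH 6.0 buffer with DTT, detergent; dosing: 20 µM, 1% DMSO; times: reaction 20 min, ambient temperature; detection: fluorescence, 480/540 nm; read-out basis: normalized % inhibition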
LMPTP inh: blocks human LMPTP phosphatase. P24666. recombinant LMPTP-A, OMFP fluorogenic substrate, fluorescence intensity. inhibition, % at 20 µM. 360,000 compounds, 0.22% hits. AID 651560;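 active = compounds that cut the enzyme signal by at least half of the control window in the single-dose screen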;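 also: plate controls were DMSO wells with enzyme plus substrate for no effect and substrate without enzyme for full effect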
Target sequence (P24666 whole entry, looked up): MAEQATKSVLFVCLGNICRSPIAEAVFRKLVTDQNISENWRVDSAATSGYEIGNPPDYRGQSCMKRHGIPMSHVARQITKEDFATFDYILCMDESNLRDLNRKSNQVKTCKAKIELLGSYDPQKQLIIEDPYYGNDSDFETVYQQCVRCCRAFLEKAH
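material = LMPTP-A | quantity = 0.625 nM enzyme | reagent = OMFP substrate, 400 µM final | buffer or medium = Bis-Tris pH 6.0, DTT, detergent | detection = endpoint fluorescence intensity from OMFP dephosphorylation | dosing = single 20 µM dose | read-out basis = % inhibition relative to no-enzyme and uninhibited control wells | control set = no-enzyme and uninhibited controls | timing = 50 min at room temperature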
eLon inh: inhibitors of E. coli Lon protease; purified E. coli Lon protease, fluorescence polarization; 360,000 compounds, 0.42% hits; P0A9M0; inhibition, % at 7.94 µM; in the data active = inhibition above about 13%, passing the limit was not always enough;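 also: 0% = enzyme with probe and DMSO and 100% = no enzyme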
Target sequence (P0A9M0 whole entry, looked up): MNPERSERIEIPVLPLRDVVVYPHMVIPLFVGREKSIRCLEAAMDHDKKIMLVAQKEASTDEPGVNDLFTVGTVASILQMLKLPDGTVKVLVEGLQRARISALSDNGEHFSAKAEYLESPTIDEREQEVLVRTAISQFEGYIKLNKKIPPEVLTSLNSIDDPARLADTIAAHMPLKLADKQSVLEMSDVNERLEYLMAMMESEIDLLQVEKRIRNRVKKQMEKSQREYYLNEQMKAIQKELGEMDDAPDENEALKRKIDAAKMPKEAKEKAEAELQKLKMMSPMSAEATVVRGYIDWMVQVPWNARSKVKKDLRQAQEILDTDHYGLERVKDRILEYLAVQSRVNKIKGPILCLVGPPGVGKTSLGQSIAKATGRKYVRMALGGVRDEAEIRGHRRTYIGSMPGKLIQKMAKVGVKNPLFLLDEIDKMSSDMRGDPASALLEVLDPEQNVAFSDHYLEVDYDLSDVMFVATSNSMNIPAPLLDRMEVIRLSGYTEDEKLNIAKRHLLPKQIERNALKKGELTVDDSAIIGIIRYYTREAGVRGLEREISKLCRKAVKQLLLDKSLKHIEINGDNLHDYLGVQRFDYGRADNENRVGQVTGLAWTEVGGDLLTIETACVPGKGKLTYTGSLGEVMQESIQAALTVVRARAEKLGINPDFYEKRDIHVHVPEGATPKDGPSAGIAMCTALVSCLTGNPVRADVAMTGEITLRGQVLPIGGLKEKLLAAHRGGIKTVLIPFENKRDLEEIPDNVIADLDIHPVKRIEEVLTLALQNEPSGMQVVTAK
DNMT1 inh: blocks human DNA methyltransferase DNMT1; P26358; DNMT1 molecular beacon, Hinp1I cleavage, fluorescence; inhibition (reported as % activation of signal), % at 10 µM; 360,000 compounds, 0.83% hits; AID 588458; in the data active = inhibition above about 50%
MsrA inhibitor: inhibitors of bovine MsrA. purified bovine MsrA, absorbance read-out. inhibition, % at 15.5 µM. 360,000 compounds, 0.75% hits; in the data active = inhibition above about 4.5%;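 also: 0% = vehicle wells with enzyme and 100% = reference inhibitor wells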
CendR NRP1 mod: modulators of CendR peptide binding to human neuropilin-1; 360,000 compounds, 0.85% hits; O14786; inhibition, % at 25 µM; FAM-RPARPAR peptide binding to NRP-1, fluorescence polarization;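 active = inhibition or corrected inhibition above about 18%, plus a signal ratio from 0.5 to 1.5, limit read from the data, passing the limit was not always enough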; also: strong numbers were not always called active
Scp1 inh: Scp-1 (human) phosphatase inhibition. Q9GZU7. Recombinant Scp1, phosphopeptide, malachite green phosphate absorbance. inhibition, % at 20 µM. 340,000 compounds, 0.88% hits. AID 493091;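 active = inhibition above about 50% at 20 µM, limit read from the data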;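 also: plate controls were DMSO wells with enzyme for no effect and wells lacking enzyme for full effect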
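Times: enzyme reaction 45 min at room temperature, colour 5 min, stabilisation 30 min. Material: SCP-1 catalytic fragment, aa 76-261. Medium: Acidic Tris acetate buffer with magnesium and detergent. Signal: colorimetric free-phosphate detection, absorbance 630 nm. Read-out basis: % inhibition of SCP-1 phosphate liberation. Reagent: Phosphorylated 17-residue peptide substrate.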
MsrA act: bovine methionine sulfoxide reductase A activation. purified bovine MsrA, absorbance read-out. 360,000 compounds, 0.3% hits. activation, % at 10.6 µM; in the data active = activation above about 7.5%;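 also: 0% = vehicle and 100% = reference activator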
The depositor's hits bear a star; / = no result given.

SMILES	SUMO1-SIM PPI	TbMetRS inhib	STEP block	LMPTP inh	eLon inh	DNMT1 inh	MsrA inhibitor	CendR NRP1 mod	Scp1 inh	MsrA act
COc1ccc(Cl)cc1S(=O)(=O)N(C)CC(=O)NCCCn1ccnc1	1	0.4	-2	0.6	-3	1	-0.5	7	-12	-3
COc1cccc(/C=N/NC(=O)C(=O)N2CCCC2)c1	-3	-0.2	0	-2.2	-7	2	-0.1	-8	-7	-3
Oc1c(Br)cc(Cl)cc1C=Nc1ccc(N2CCOCC2)cc1	-3	-1.4	3	6.2	1	3	0.0	-14	-1	-8
Cc1ccc(N(C)C(=O)N2CCN(c3ccccn3)CC2)cc1	0	-0.5	0	1.4	2	-4	0.7	-11	-2	-2
COc1ccc(NC(=O)CSc2nc3nc(C)cc(C)c3c(=O)[nH]2)cc1OC	5	-0.1	15	-3.9	4	3	1.9	-10	-5	0
O=c1cc(COc2ccc(Cl)c(Cl)c2)nc2sccn12	-7	0.8	0	2.6	1	20	-0.2	-2	9	-3
c1ccc(N=P(c2nc3ccccc3o2)(N2CCOCC2)N2CCOCC2)cc1	12	-0.7	0	-1.0	-2	4	-0.4	2	-8	-11
O=C(CSc1nc2scc(-c3ccccc3)c2c(=O)[nH]1)NCCc1ccccc1	-7	-0.3	-1	1.3	-7	1	-0.3	7	-7	-3
N#Cc1ccccc1CSc1nc2ccsc2c(=O)n1Cc1ccccn1	0	-0.7	-1	1.8	-7	3	0.1	-10	3	3
COc1ccc(OCCCC(=O)OC(C)C(=O)Nc2ccc(C)cc2)cc1 (stereo unspecified)	3	-0.3	0	1.4	3	-2	-1.1	2	-8	-6
COc1ccc(-c2cc(C(=O)NCCN3CCOCC3)c3ccccc3n2)cc1OC	-15	-0.5	0	2.4	-11	-1	0.7	11	-1	-6
CCN(CC)S(=O)(=O)c1ccc(C)c(NC(=O)c2cc(C)oc2C)c1	-16	-0.1	0	0.0	-3	3	-0.3	2	-1	-4
CCOC(=O)c1c(C)[nH]c(C)c1C(=O)COC(=O)c1c(OC)cccc1OC	-3	-1.8	-4	-0.3	-13	1	-0.4	3	1	-15
O=C(c1ccccc1F)N1CCN(Cc2nc3sc4c(c3c(=O)[nH]2)CCCC4)CC1	21	-0.3	1	0.2	4	0	0.3	3	-2	-4
Cc1c(NC(=O)c2cc(CC(C)C)on2)c(=O)n(-c2ccccc2)n1C	1	-1.3	-2	-0.8	-8	-2	-0.6	8	-7	-6
Cc1ccc(C)c(OCc2nnc(SCC(=O)NC(=O)NCc3ccco3)o2)c1	3	-0.2	2	1.1	1	-5	0.2	-1	-13	0
Cc1ccc(CN(Cc2ccccn2)C(=O)Nc2c(F)cccc2F)cc1	-3	-0.7	-2	-2.7	-13	-1	1.7	-6	4	-1
Cc1cc(Cl)ccc1OCCCC(=O)NCCCn1ccnc1	-2	2.8	-2	-0.4	7	-3	1.9	2	-1	-3
CN(Cc1ccccc1)C(c1ccnc2ccccc12)c1nnnn1-c1ccc2c(c1)OCCO2 (stereo unspecified)	0	-0.8	/	1.4	3	/	0.1	12	/	-3
COc1ccc([C@@H]2CC(=O)[C@@H]3CN(S(=O)(=O)c4ccc(Cl)cc4)[C@H](c4ccc(C)cc4)C[C@@H]3N2S(=O)(=O)c2ccccc2)cc1	4	-0.2	-1	1.8	-1	-10	0.5	-3	/	-8

The last two records of the section before come first, to join the parts:
SMILES	SUMO1-SIM PPI	TbMetRS inhib	STEP block	LMPTP inh	eLon inh	DNMT1 inh	MsrA inhibitor	CendR NRP1 mod	Scp1 inh	MsrA act
CN(Cc1ccccc1)C(c1ccnc2ccccc12)c1nnnn1-c1ccc2c(c1)OCCO2 (stereo unspecified)	0	-0.8	/	1.4	3	/	0.1	12	/	-3
COc1ccc([C@@H]2CC(=O)[C@@H]3CN(S(=O)(=O)c4ccc(Cl)cc4)[C@H](c4ccc(C)cc4)C[C@@H]3N2S(=O)(=O)c2ccccc2)cc1	4	-0.2	-1	1.8	-1	-10	0.5	-3	/	-8
COc1cc(NC(=O)CN2C(=O)c3ccccc3C2=O)c(C(=O)O)cc1OC	-7	-1.2	-5	-1.5	-8	2	-0.2	8	-4	-7
CC1CCN(S(=O)(=O)c2ccc(C(=O)N3CCN(c4ccccc4F)CC3)cc2)CC1	0	-0.1	-1	1.7	8	-5	0.0	-7	6	-1
Nc1cc2c(cc1[N+](=O)[O-])-c1ccccc1C2=NO	-6	-0.2	-1	6.6	-34	-6	1.9	-50	-13	-3
Cc1ccc(S(=O)(=O)/N=C(\c2ccccc2)N(C)S(=O)(=O)c2ccccc2)cc1	7	0.2	-1	-0.3	-10	-4	-1.3	1	-12	-3
CN(C(=O)c1ccc(NC(=O)Cc2cccc(NC(=O)C3CCCN(C(=O)C4CCC4)C3)c2)cc1)C1CCCC1 (stereo unspecified)	7	0.9	1	-0.9	-1	0	0.5	8	11	1
O=C(O)c1ccc(CS(=O)c2cccc(C(F)(F)F)c2)o1 (stereo unspecified)	-1	-1.2	-9	-0.1	-1	4	-0.2	1	-2	-12
COc1ccc(CN2CCN(C(=O)c3ccccc3F)CC2)c(OC)c1OC	2	0.3	0	-1.2	-2	2	1.5	6	-8	-1
Cn1ccc2c(-c3cccc(C=O)c3F)cc3c(c21)C1CCC3C1 (stereo unspecified)	0	-0.7	1	3.5	-13	39	-0.8	7	/	-3
CN(C)C(=O)CCc1ccc2c3c([nH]c2c1)[C@]1(CCc2ccccc2)[C@@H](C(=O)N2CCCCC2)C[C@H](CC(=O)NCCC2=CCCCC2)C(=O)N1CC3	3	0.6	0	6.6	2	-17	-0.8	2	1	-1
O=c1c2cc(-c3ccccc3)sc2nc2n1N=C(c1cccs1)CS2	1	2.3	4	61*	-10	15	-0.7	-8	79*	-3
CC(C)C(NC(=O)OCc1ccccc1)C(=O)O (stereo unspecified)	-2	-0.5	-1	1.9	-6	-11	-1.1	-4	-3	-1
CC(C)C(=O)NCCc1nc2ccccc2n1CCOc1ccccc1	-2	-0.7	0	-0.5	1	0	-0.4	5	-5	-2
COc1ccccc1/C=C1\NC(=S)N(CC2CCCO2)C1=O (stereo unspecified)	-26	-0.6	0	1.2	-6	5	2.8	-3	-3	-8
COc1ccc(NC(=O)C2CCCN(S(=O)(=O)c3ccc(C)cc3)C2)cc1OC (stereo unspecified)	-1	-0.4	3	1.5	-4	-4	0.9	0	-7	0
O=C(O)c1ccc(/C=N/NC(=O)c2ccc(NS(=O)(=O)c3cccs3)cc2)cc1	-5	-0.5	2	-0.9	7	0	5.5*	-11	-8	-5
CCCN(CCC)CCNC(=S)Nc1ccc2nc3n(c(=O)c2c1)CCCCC3	5	1.1	8	-0.6	-7	-2	0.6	-10	-1	3
O=C(CCC(=O)c1ccc(Br)cc1)Nc1cccnc1	-2	-0.3	2	0.7	2	-2	1.0	6	2	-2
OCCC1CN(C/C=C/c2ccco2)CCN1Cc1ccccc1 (stereo unspecified)	-1	-0.3	-4	1.0	-2	1	0.4	0	-10	1
O=C1CN(S(=O)(=O)c2cc(C(=O)O)ccc2Cl)c2ccccc2N1	4	-0.3	6	4.3	-16	10	0.3	-28	22	-4
CCCCc1cc(=O)oc2cc(OCc3nn[nH]n3)ccc12	-2	-0.5	1	-0.3	-3	1	1.8	3	-5	-1
CCCOc1ccc(C(=O)NC(=S)Nc2nc3ccccc3s2)cc1	2	0.2	-2	-0.9	0	4	-0.4	12	-5	0
COc1ccc(N2C(=O)c3cccc4c(N(C)CCO)ccc(c34)C2=O)cc1	-59	-0.1	-8	2.4	67*	7	0.3	132	1	-1
NNC1=N[C@H]2CS(=O)(=O)C[C@H]2S1	1	-0.5	1	-1.1	-4	2	0.4	9	-6	-3
Cc1cccc2cc3c(NC(=O)C(C)(C)C)nn(CC(C)C)c3nc12	-5	-0.7	0	1.5	11	2	-0.3	1	-10	-2
CCN(c1ccccc1)S(=O)(=O)c1cc(C(=O)Nc2ccccc2Cl)ccc1F	3	-0.6	0	-0.1	-8	3	1.7	-3	-5	-11
O=C(CN1CCCCCC1)Nc1ccccc1	1	-0.2	-1	-1.1	4	-1	1.9	-7	-4	-4
O=C(c1cccs1)n1nc(-c2ccc(Cl)cc2)nc1NCc1ccco1	-3	-0.3	2	3.3	16	1	0.8	-10	-13	2
O=C1NCCCC1C(=O)NCCNC(=O)C(F)(F)F (stereo unspecified)	-1	-0.8	1	-2.1	3	3	-0.1	5	-3	-3
CC12CCC3c4cc(CN5CCOCC5)c(O)cc4CCC3C1CCC2=O (stereo unspecified)	2	-0.3	-1	-0.6	-10	5	0.0	21	-10	-3
Cc1ccc[n+](-c2[nH]c(=O)sc2/C=N/N=C(\[O-])CCn2c3ccccc3c3ccccc32)c1	-11	0.3	1	0.6	9	1	3.0	14	0	-3
COc1ccccc1OCC(=O)N/N=C1/C=C(C)CC1	1	0.1	-4	-0.7	6	-4	-0.4	-4	-13	-3
CCN(CC)C(=O)COc1ccc(N(C)S(=O)(=O)c2ccc(NC(C)=O)cc2)cc1	-2	0.4	3	0.1	-6	1	-0.5	0	1	-1
O=C(COc1ccccc1)Nc1c2c(nn1-c1ccc(F)cc1)CS(=O)(=O)C2	0	0.2	-1	-0.8	-5	2	0.2	-5	-2	-1
Cn1c(=O)c2c(nc(N3CCCCCC3)n2CC(=O)c2ccc(Br)cc2)n(C)c1=O	-3	-0.2	1	-0.1	-4	8	-0.3	16	0	-2
O=C(CSc1ccc(-c2ccc3c(c2)OCO3)nn1)Nc1nccs1	-2	-0.6	0	0.6	3	-4	-0.8	2	-5	-4
O=C(NC(=S)N1CCN(c2ccc([N+](=O)[O-])cc2)CC1)c1ccccc1	-11	0.8	2	1.1	-6	2	1.3	-7	-3	-4
COc1cccc(N2CCN(c3nc(C)cc(C)c3C#N)CC2)c1	4	-0.7	-3	-1.7	6	4	0.9	0	0	-11
Cc1nn(CC(=O)NCc2cccc3ccccc23)c(=O)c2ccccc12	1	-1.4	0	-1.5	-7	27	0.8	-4	5	-8
Cn1cnc(S(=O)(=O)N2CCCC(c3cc(C(=O)Nc4ccc(F)c(Cl)c4)no3)C2)c1 (stereo unspecified)	0	-0.3	-1	0.1	1	1	0.1	13	/	1

Taken from above.
In Scp1 inh, `O=C(CSc1ccc(-c2ccc3c(c2)OCO3)nn1)Nc1nccs1` is entered as -5
In MsrA act, `COc1cccc(N2CCN(c3nc(C)cc(C)c3C#N)CC2)c1` is entered as -11
In CendR NRP1 mod, `CCN(CC)C(=O)COc1ccc(N(C)S(=O)(=O)c2ccc(NC(C)=O)cc2)cc1` is entered as 0
In CendR NRP1 mod, `COc1ccccc1OCC(=O)N/N=C1/C=C(C)CC1` is entered as -4

Source: PubChem (several laboratories)

Rows were taken by chance, and some 4.3% of all compounds hit somewhere here.
